Bioassay records: PubChem, National Center for Advancing Translational Sciences (NCATS)
S-ASM inh: blocks human secretory acid sphingomyelinase. P17405. placental ASM, HMU-PC fluorogenic substrate, 60 min. Potency, µM (titrated, usually from 57.5 µM), without a hit: at the highest dose activity change, negative = inhibition, actives largely listed as inhibitors. 340,000 compounds, 0.006% hits. AID 504937; note: potency is the fitted concentration of half-maximal effect
Target sequence (P17405 47-631 limits assumed): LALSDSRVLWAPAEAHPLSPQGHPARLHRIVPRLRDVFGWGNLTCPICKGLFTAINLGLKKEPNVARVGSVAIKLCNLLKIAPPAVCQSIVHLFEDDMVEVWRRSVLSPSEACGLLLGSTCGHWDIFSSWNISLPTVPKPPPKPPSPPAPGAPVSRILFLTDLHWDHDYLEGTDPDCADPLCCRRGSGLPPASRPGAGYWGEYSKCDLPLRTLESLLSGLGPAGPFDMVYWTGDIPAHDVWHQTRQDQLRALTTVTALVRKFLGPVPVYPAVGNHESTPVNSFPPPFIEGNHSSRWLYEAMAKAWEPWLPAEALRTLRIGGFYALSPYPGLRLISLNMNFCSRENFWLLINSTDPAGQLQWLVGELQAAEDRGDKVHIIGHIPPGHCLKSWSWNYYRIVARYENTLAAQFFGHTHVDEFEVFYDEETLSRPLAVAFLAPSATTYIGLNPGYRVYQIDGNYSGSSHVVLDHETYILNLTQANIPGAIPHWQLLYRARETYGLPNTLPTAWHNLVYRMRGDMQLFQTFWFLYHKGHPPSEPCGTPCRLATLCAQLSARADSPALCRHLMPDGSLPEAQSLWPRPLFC
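Human placenta-derived ASM preincubated with compound 10 min at room temperature, then reacted with 9 uM (final) fluorogenic HMU-PC substrate for 60 min at 37 C. Stop solution raises pH to 10; fluorescence read at Ex 386/Em 447 nm.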
TSG101-PTAP inh: blocks PTAP/TSG101 interaction to inhibit HIV-1 budding; Q99816; Fluorescence polarization, FITC-PTAP peptide / Tsg101 binding; Potency, µM (doses to about 115 µM), without a hit: at the highest dose activity change, negative = inhibition, hits mostly inhibitors; 340,000 tested, under 10 active; AID 493005; active = well fitted inhibition curve with a large enough effect in the main read-out, with a control signal flat, not every such curve was filed as active; inconclusive = small, poorly fitted or top-dose-only effect, or effect the other way, or a change in a side signal; inactive = no such curve, though single readings can be large or run the other way; note: potency is the fitted concentration of half-maximal effect; % of control where 0% means no effect
Target sequence (Q99816 whole entry, looked up): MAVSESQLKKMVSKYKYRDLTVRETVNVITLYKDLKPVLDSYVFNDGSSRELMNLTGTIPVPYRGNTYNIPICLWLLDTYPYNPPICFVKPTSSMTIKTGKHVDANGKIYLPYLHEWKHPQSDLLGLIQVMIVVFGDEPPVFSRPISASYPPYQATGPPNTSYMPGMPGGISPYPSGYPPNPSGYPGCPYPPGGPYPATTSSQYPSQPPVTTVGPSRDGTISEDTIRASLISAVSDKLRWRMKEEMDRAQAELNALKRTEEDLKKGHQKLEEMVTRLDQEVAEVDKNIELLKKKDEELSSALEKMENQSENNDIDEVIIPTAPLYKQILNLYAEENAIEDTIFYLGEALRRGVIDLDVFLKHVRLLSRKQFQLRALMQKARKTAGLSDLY
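Fluorescence anisotropy tracks displacement of a FITC-tagged PTAP peptide (50 nM) from the Tsg101 binding domain (10 uM), following a 20 min room-temperature incubation at pH 7.5.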
TSHR antagonist: antagonists of human thyroid stimulating hormone receptor. activity change, negative = inhibition, % at 11.5 µM. AID 504810. 330,000 compounds, 0.2% hits. TSHR-expressing cells, TSH-stimulated cAMP HTRF, 2 h; hits give low values;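 active = activity change below a set negative limit, meaning inhibition stronger than a set level, cut at about -70% in these data; inconclusive = activity change between two set negative limits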; note: % is set by controls: 0 for no effect and ±100 for the full control effect
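TSHR-expressing cells were treated with compounds, then stimulated with TSH at EC80 (4nM final) for 2 hours at 37 deg C. Cellular cAMP was measured by HTRF competition between lysate cAMP and cAMP-d2 for a cryptate-labelled anti-cAMP antibody.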
A-T KAP1 phos: potential ataxia-telangiectasia treatments restoring KAP-1 phosphorylation | Potency, µM (top dose mostly 57.5 µM), for inactives: top-dose activation, usual class: activators | AID 485349 | 320,000 compounds, 0.19% hits | […] A-T fibroblasts, KAP-1 phosphorylation AlphaLISA; neocarzinostatin DNA damage 30 min before lysis; note: potency is the fitted concentration of half-maximal effect; % of control where 0% means no effect; nearly all actives have a fitted effect of over 45% in size
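hTERT-immortalized A-T patient fibroblasts ([…]), 500 cells/well in OPTI-MEM, 1% FBS, got compounds for 60 min, then NCS for 30 min at 37C. Lysates were then assayed for phospho-KAP-1 by AlphaLISA (anti-pKAP1 donor, anti-KAP1 acceptor beads), 6 hr at 25C.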
TCR activator: activates T cell receptor signaling; primary human leukocytes, anti-CD3, IL-2 HTRF, 48 h; Potency, µM (top dose mostly 9.22 µM), for the others: at the highest dose activation of IL-2 secretion, hits mostly activators; 330,000 tested, under 10 active; AID 504894; note: % of control where 0% means no effect
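Readout: HTRF IL-2, Eu-cryptate/d2 antibody pair, 320nm excitation, 665nm emission. Stimulus: a-CD3 beads, no co-stimulation. Cells: primary human leukocytes. Exposure: 48 hr with compound.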
Mito fusion act: inhibitors of mitochondrial division or activators of mitochondrial fusion. Potency, µM (highest dose often 46.1 µM), without a hit: top-dose growth rescue (activation), hits mostly activators. 320,000 compounds, 0.23% hits. S. cerevisiae fusion-defective mutant growth rescue, CellTiterGlo 48 h;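 note: potency is the fitted concentration of half-maximal effect; % of control where 0% means no effect; nearly all actives have a fitted effect of over 45% in size; temperature-sensitive fusion mutants such as fzo1-1 at 37 °C on non-fermentable ethanol glycerol medium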
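Compounds are tested for their ability to restore growth of mitochondrial fusion-defective yeast strains at non-permissive 37C in YPEG medium over 48 hours. Viability is quantified by luciferase luminescence.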
CXXC DNA block: inhibitors of human MLL CXXC domain-DNA interaction. 290,000 compounds, 0.037% hits. AID 2662. Potency, µM (highest dose often 115 µM), for the others: top-dose activity change, negative = inhibition, usual class: inhibitors. MLL-CXXC / FITC-HOXA9 DNA fluorescence polarization; active = well fitted inhibition curve with a large enough effect in the polarisation, with a control signal flat, not every such curve was filed as active; inconclusive = small, poorly fitted or top-dose-only effect, or effect the other way, or a change in a side signal; inactive = no such curve, though single readings can be large or run the other way; the % refers to the polarisation; note: potency is the fitted concentration of half-maximal effect
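Steps: dispense CXXC domain solution (7 uM) → pin compounds or unlabeled HOX-A9 DNA control → 5 min ambient → add FLSN-HOX-A9 solution (50 nM) → spin → 30 min ambient → fluorescence polarization. Tris pH 7.5/NaCl/DTT/BSA buffer.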
Integrin act MD: activators of alpha7 integrin expression for muscular dystrophy. 350,000 compounds, 0.064% hits. alpha7betagal myoblasts, beta-gal FDG fluorescence, 48 h. Potency, µM (titrated, usually from 38.3 µM), for the others: at the highest dose activation, hits mostly activators;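 note: potency is the fitted concentration of half-maximal effect; 100% = response of the positive control SU9516; nearly all actives have a fitted effect of over 60% in size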
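Alpha7betagal+/- myoblasts (passage 13) were plated 16-24 hr, then exposed to compounds (1:260 dilution of DMSO stock) for 48 hours at 37C. After MPER lysis, β-galactosidase reporter activity was read as FDG fluorescence (ex 480/em 540) after 30 minutes.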
Menin MLL FP TR: displaces Texas Red mutant MLL peptide from human menin; 270,000 compounds, 0.23% hits; Potency, µM (titrated, usually from 61.6 µM), for the others: at the highest dose FP activity change, negative = inhibition, hits mostly inhibitors; Menin + Texas Red MLL mutant peptide, fluorescence polarization; AID 1768; O00255; active = well fitted inhibition curve with a large enough effect in the polarisation, with a control signal flat, not every such curve was filed as active; inconclusive = small, poorly fitted or top-dose-only effect, or effect the other way, or a change in a side signal; inactive = no such curve, though single readings can be large or run the other way; the % refers to the polarisation; note: potency is the fitted concentration of half-maximal effect; % of control where 0% means no effect; many of its hits are not listed in these tables
MBNL1-CUG inh: inhibitors of human MBNL1 binding to CUG repeat RNA. Q9NR56. Potency, µM (top dose mostly 57.5 µM), without a hit: at the highest dose activity change, negative = inhibition, most hits filed as inhibitors. TR-FRET MBNL1-His/biotin-(CUG)12 binding, 665/545 ratio. 280,000 compounds, 0.036% hits; active = well fitted inhibition curve with a large enough effect in the signal ratio, with a control signal flat, not every such curve was filed as active; inconclusive = small, poorly fitted or top-dose-only effect, or effect the other way, or a change in a side signal; inactive = no such curve, though single readings can be large or run the other way; the % refers to the signal ratio; note: potency is the fitted concentration of half-maximal effect; % is set by controls: 0 for no effect and ±100 for the full control effect
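TR-FRET readout: Ex 340 nm, 665/545 nm emission ratio, normalized to buffer-only (basal) and MBNL1-(CUG)12 controls. Complex of MBNL1-His with Biotin-(CUG)12, compounds 92 nM–58 uM, incubated 60 min at room temperature.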
* = called active by the depositor; ? = inconclusive; · = not tested or not shown; [ ] = remark or other dose. Unless noted, calls come from the whole dose curve; as a rule, active = well fitted curve in the direction sought with a large enough effect; inconclusive = small, poorly fitted or top-dose-only effect, or another doubt; inactive = no such curve, though single readings can be large; an effect the other way counts as inactive or inconclusive. An excerpt, so the mix of outcomes need not match the whole.

Compound,Integrin act MD,TCR activator,Mito fusion act,Menin MLL FP TR,CXXC DNA block,S-ASM inh,TSG101-PTAP inh,A-T KAP1 phos,TSHR antagonist,MBNL1-CUG inh
COc1ccc(C(=O)Nc2nc(-c3ccc(OC)cc3)c(-c3ccc([N+](=O)[O-])cc3)s2)cc1,1.8%,·,0.5%,1.2%,8.5%,-0.5%,?,0.2%,2.9,4.3%
NS(=O)(=O)c1cccc(NC(=O)COC(=O)CN2C(=O)c3ccccc3C2=O)c1,7.5%,-6.9%,3.6%,·,·,-0.5%,-1.0%,0.2%,7.2,·
Cc1cc2oc(=O)cc(CN3CCC(C)CC3)c2cc1Cl,-13.7%,-4.0%,-10.6%,3.5%,-10.9%,-1.5%,-9.3%,2.3%,-4.2,4.6%
O=C(Nc1ccn(Cc2ccccc2)n1)c1cccc(F)c1,10.4%,-0.9%,1.5%,21.4%,5.4%,1.3%,1.3%,-2.6%,8.0,-9.6%
CN(Cc1ccccc1)C(=O)COc1ccc(-c2nnco2)cc1,-0.1%,1.7%[46.1 µM],6.9%,?,12.7%,-4.5%,-1.1%,·,32.2,22.6%
CC(=O)Oc1ccc(C(=O)Nc2nnc(C)s2)cc1,11.7%,6.9%,-2.9%,-1.8%,23.6%,4.2%,-5.1%,5.4%,20.2,-2.3%
CCOc1ccc(CNC(=S)N/N=C/c2cccnc2)cc1,-17.6%,-0.1%[46.1 µM],-8.1%,3.0%,19.7%,-5.2%,-6.0%,7.6%,-2.3,20.5%
O=C(Nc1ccc(Br)cc1)c1cccnc1N1CCOCC1,-10.8%,-10.7%,2.1%,-0.2%,-4.1%,-3.3%,-1.3%,0.4%[11.5 µM],9.2,0.5%
CCOc1ccc(NS(=O)(=O)c2ccc(NC(=S)NC(C)=O)cc2)cc1,8.6%,8.1%,9.1%,?,-0.7%,-2.8%,-7.8%,10.6%,2.6,-5.8%
CC(C)C(NS(=O)(=O)c1ccc2c(c1)oc(=O)n2C)C(=O)N1CCN(c2ccccc2F)CC1 (stereo not drawn),-49.2%,-1.7%,-0.4%,-5.3%,1.4%,-0.8%,-0.3%,2.3%,-13.3,-7.6%
O=C(CCC1CCCCC1)NCc1cccnc1,-18.3%,2.8%,1.1%,6.8%,-9.4%,-0.2%,-3.9%,8.0%,1.8,-0.8%
CC1CCC/C(=C\Nc2ccccc2C(=O)O)C1=O (stereo not drawn),-23.9%,-1.3%,-0.5%,15.7%,-4.0%,3.8%,1.2%,-0.1%,3.3,0.1%
COC(=O)[C@@]1(Cc2ccccc2)[C@H]2C(=O)N(C)C(=O)[C@H]2[C@H]2CN=C(SCc3ccc(Cl)cc3)N21,-9.8%,-8.1%[46.1 µM],·,·,·,-2.6%,-3.8%,7.4%,-7.3,·
Cc1cccc(NCC(O)Cn2cnc3c2c(=O)n(C)c(=O)n3C)c1 (stereo not drawn),5.9%,2.8%,-10.3%,-23.0%,15.4%,-4.6%,-1.5%,-0.8%,-0.9,10.7%
COc1ccc(CNC(=O)Nc2ccc(C)c(C)c2)cc1,-39.8%,-3.4%,-0.2%,?,-3.4%,0.8%,-0.9%,9.1%,40.9,-6.5%

Compound,Integrin act MD,TCR activator,Mito fusion act,Menin MLL FP TR,CXXC DNA block,S-ASM inh,TSG101-PTAP inh,A-T KAP1 phos,TSHR antagonist,MBNL1-CUG inh
Cc1cc2oc3c(c(=O)c2cc1C)C(c1cccc(Br)c1)N(Cc1ccco1)C3=O (stereo not drawn),-21.5%,0.3%,8.1%,-3.5%,7.7%,-7.9%,-2.8%,0.8%,-26.5,25.4%
CCN(CC)S(=O)(=O)c1ccc2c3c(cccc13)C(=O)S2,-0.6%,-1.8%,-11.3%,-10.1%,-1.9%,3.3%,-11.0%,8.9%,2.1,?
CCn1c(COc2cccc3cccnc23)nnc1SC(F)F,8.5%,-1.3%,4.6%[9.22 µM],-14.3%,-1.3%,5.3%,-2.9%,-2.4%,5.8,9.9%
CN1C[N+]([O-])=C(c2ccccc2)C1(C)C,10.7%,3.5%,-2.0%,-6.3%,0.9%,0.9%,-6.7%,9.2%,-17.1,10.7%
NC(=O)c1ccsc1NC(=O)COC(=O)C1=NNC(=O)CC1,-18.9%,·,-1.0%,·,·,-0.4%,-1.8%,3.7%,-1.9,·
Cc1cccc(CSc2ccc3nnc(-c4cccnc4)n3n2)c1,-15.8%,-1.1%[46.1 µM],24.3%,-0.1%,-1.4%,-1.6%,-0.7%,-0.1%,-7.3,·
CC(C)(O)CC[C@H](OC(=O)c1ccccc1)[C@](C)(O)[C@H]1CC[C@@]2(O)C3=CC(=O)[C@@H]4C[C@@H](O)[C@H](O)C[C@]4(C)C3CC[C@]12C (stereo partly drawn),6.1%,-1.9%,2.0%,-0.5%,3.4%,3.7%,-6.2%,9.8%,-4.7,3.7%
CC1CCCCC1NC(=O)COC(=O)c1ccc2c(=O)n3c(nc2c1)CCC3 (stereo not drawn),-4.1%,2.2%,·,·,·,44.2%[activator],-1.2%,4.4%,-1.7,·
C#CCNC(=O)C1=C[C@@H](c2ccc(C#C)cc2)C[C@@H](OCCCCO)O1,-8.4%,-3.3%,·,·,·,-1.3%,-2.4%,·,·,·
CCCc1nc2ccc(NC(=O)c3ccco3)cc2c(=O)n1Cc1ccc(Cl)cc1,-4.4%,2.5%,0.7%,10.5%,-3.5%,?,-1.5%,3.7%,-13.5,2.2%
COc1ccc(NC(=O)CCCNC(=O)c2ccc(Cl)cc2)cc1OC,-15.0%,-0.5%,5.6%,-13.3%,29.6%,-0.5%,-7.5%,3.3%,-5.6,-10.4%
COc1ccc(-c2cn3c(C)c(C(=O)NCc4ccc5c(c4)OCO5)sc3n2)cc1,16.9%,9.3%,·,·,·,-12.0%,-1.2%,·,·,·
CCCCC1(C(=O)OCC)CC(CN2CCOCC2)OC1=O (stereo not drawn),3.3%,-4.8%,-1.3%,-9.6%,0.5%,6.0%,-4.3%,-8.3%,8.2,?
COc1cc(/C=N/NC(N)=O)ccc1OCC(=O)Nc1cc(C)c(C)cc1Br,24.1%,3.0%,9.0%,-0.6%,0.8%,-1.0%,-3.2%,4.7%,10.0,-2.3%
Cn1cccc1-c1cc(C(=O)N/N=C/c2cc(Br)ccc2O)[nH]n1,-32.5%,-1.3%,8.6%,?,?,9.1%,-2.9%,-0.8%,-8.2,37.8%[activator]

Compound,Integrin act MD,TCR activator,Mito fusion act,Menin MLL FP TR,CXXC DNA block,S-ASM inh,TSG101-PTAP inh,A-T KAP1 phos,TSHR antagonist,MBNL1-CUG inh
CC(C)C(=O)Nc1cccc(NC(=S)NC(=O)c2ccccc2Cl)c1,-11.7%,6.7%,-1.5%,10.2%,0.5%,-5.5%,-9.2%,1.8%,21.1,5.2%
CCOc1ccc(NC(=O)C2=NN(c3ccccc3)C(=O)CC2)cc1S(=O)(=O)N1CCCCC1,-21.5%,-2.0%,4.0%,·,·,-2.6%,-2.6%,6.7%,6.9,·
Cc1ccn2cc(-c3ccc(O)c(O)c3)nc2c1,-3.7%,-1.8%,1.4%,0.0%,?,1.0%,-12.2%,-2.0%,-13.3,-4.6%
CC(=O)c1ccc(NC(=S)NC2CCCC(C)C2C)cc1 (stereo not drawn),-18.1%,-11.8%,9.9%,31.3%[activator],4.7%,-1.8%,2.1%,-2.8%,13.8,21.6%
CCOc1ccccc1C(=O)NCC(=O)N1CCN(Cc2ccc3c(c2)OCO3)CC1,18.4%,-0.3%,2.6%,·,·,8.9%,-1.4%,-8.5%,-4.9,·
Cc1ccc(S(=O)(=O)N(C)C)cc1NC(=O)CCNC(=O)c1ccco1,8.0%,9.5%,-2.1%,-27.6%,-9.2%,5.1%,-0.3%,17.1%,17.0,-3.0%
Cc1ccnc(Nc2nc(-c3c(C)nc4sccn34)cs2)c1,-60.6%[inhibitor],-5.8%,-1.4%,?,12.9%,-6.4%,-1.8%,0.5%,-19.5,-2.9%
CCn1c(SCC(=O)Nc2ccc(OC)c(OC)c2)nnc1-c1ccco1,6.2%,-1.6%,1.8%,·,-2.3%,1.0%,-6.0%,-11.5%,-5.5,-0.6%
CCCOc1ccc2ccccc2c1/C=N/n1c(C)nnc1-n1nc(C)cc1C,-26.4%,5.2%,3.3%,-13.0%,3.6%,-2.7%,-0.6%,0.7%,-9.5,30.2%[activator]
